inhibitors of VEEV: inhibitors of VEEV TC-83 cytopathic effect, confirmation, Vero cells (AID 588727); Vero cells, VEEV TC-83 cytopathic effect inhibition; higher % means a stronger effect; one-dose inhibition, % at 20 µM; IC50 in µM for titrated hits; 0.13% of 350,000 active; in the data active = a potency from the dose series; inconclusive = inhibition mostly from about 14% at the one dose, without a potency; inactive = the rest, 99 in 100 with inhibition below about 12%; also: strong numbers were not always called active
tuberculosis growth: growth inhibition of non-replicating M. tuberculosis (AID 488890); Mycobacterium tuberculosis non-replicating, growth inhibition; higher % means a stronger effect; inhibition, % at 25 µM; hits with a dose series show IC50 in µM; 0.39% of 320,000 active; in the data active = a potency from the dose series; inconclusive = inhibition mostly from about 82% at the one dose, without a potency; inactive = the rest, 99 in 100 with inhibition below about 76%;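 also: plate controls were DMSO cells for no effect and high antibiotic wells for full effect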
M. tuberculosis HTS: M. tuberculosis growth inhibition, HTS (AID 449762); M. tuberculosis H37Rv growth inhibition, 7H9 media; higher % means a stronger effect; 0.59% of 330,000 active; inhibition, % at 25 µM; hits with a dose series show IC50 in µM; in the data active = a potency from the dose series; inconclusive = inhibition above about 70% without an active follow-up result;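 also: bacterial growth assessed after seven days of incubation; strong numbers were not always called active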
Salmonella PhoP GFP: PhoP regulon inhibitors, Salmonella typhi PhoP promoter GFP reporter, confirmatory (AID 1850) | Salmonella Typhi PhoP-promoter GFP reporter, fluorescence, 4 h; higher % means a stronger effect | inhibition, % at 50 µM, or IC50 in µM where a hit was titrated | 0.33% of 310,000 active; in the data active = a potency from the dose series; inconclusive = inhibition mostly from about 25% at the one dose, without a potency; inactive = the rest, 99 in 100 with inhibition below about 19%;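 also: 0% = induced wells with vehicle and 100% = uninduced wells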
H1N1 NS1A inhibition: H1N1 influenza NS1A inhibitors, functional cell based assay (AID 504329) | NS1A functional cell-based assay, percent inhibition; higher % means a stronger effect | one-dose inhibition, % at 12.5 µM; IC50 in µM for titrated hits | 0.3% of 340,000 active; in the data active = a potency from the dose series; inconclusive = inhibition above about 27% without an active follow-up result; also: strong numbers were not always called active
inhibitors of VEEV 10K pilot screen: recorded beside inhibitors of VEEV, whose call it bears; inhibition, %; measured here: 10K pilot screen inhibition
Numbers without * were called inactive; i = inactive; u = inconclusive; x = no result given.

SMILES	inhibitors of VEEV	tuberculosis growth	M. tuberculosis HTS	Salmonella PhoP GFP	H1N1 NS1A inhibition	others
CSc1ccc(C2NC(=O)c3ccccc3N2)cc1 (stereo not drawn)	i	-6%	-2%	8%	-2%
CC(C)CN(CC(C)C)C(=O)CS(=O)(=O)Cc1ccccc1	0.4%	4%	-1%	-2%	-13%
COc1cc(NC(=S)N2CCOCC2)c(OC)cc1Cl	0.8%	x	12%	-5%	x
CCN(Cc1ccccc1)C(c1ccc(Cl)cc1)c1nnnn1C(C)(C)C (stereo not drawn)	0.2%	-1%	4%	-10%	-8%
CCCCn1c(N)c(N(CC(C)C)C(=O)c2ccc(Br)s2)c(=O)[nH]c1=O	7.0%	-5%	-29%	-2%	-7%
Cc1nc(-c2ccc(Cl)cc2)sc1C(=O)NNC(=O)C(C)C	3.2%	-4%	3%	8%	x
c1ccc(CC[C@@H]2CC[C@@H](CCc3ccccc3)N2)cc1	0.5%	33%	9%	x	-9%
COc1ccc(-c2nnc3ccc(SCc4ccccc4)nn23)cc1	8.8%	x	0%	-6%	-6%
N#Cc1ccc(OCC(=O)Nc2ccc(N3CCCC3)cc2)cc1	1.8%	62%	-4%	x	-14%
O=C1c2ccccc2C(=O)N1CCC(c1ccc(F)cc1)c1ccco1 (stereo not drawn)	i	69%	-9%	-5%	-10%
COc1ccccc1N(C)S(=O)(=O)c1ccc(C(=O)Nc2cccc(S(=O)(=O)N3CCOCC3)c2)cc1	8.2%	x	x	x	-18%
CCOc1ccc(Oc2c(/C=N/NC(=O)COc3ccccc3OC)c(C)nn2-c2ccccc2)cc1	31%	24%	17%	-8%	3%
COc1ccc([C@H]2CC(=O)C=C(c3ccc(Cl)cc3C)C2)cc1	7.3%	34%	u	x	-5%	inhibitors of VEEV 10K pilot screen=0.8
CCCCCn1c(CNC(=O)COC)nc2ccccc21	i	8%	-1%	-2%	-9%
CC1CC1C(=O)OCC(=O)NCc1ccccc1Cl (stereo not drawn)	i	65%	52%	8%	5%
Cc1cc(NC(=O)CCCn2cnc([N+](=O)[O-])n2)no1	0.7%	-7%	2%	-10%	10%
COc1cc(C)c(Cl)cc1S(=O)(=O)n1cnc(C)c1	0.1%	5%	1%	26%	-3%
COc1ccc(NC(=O)Nc2ccc(Cc3ccncc3)cc2)c(OC)c1	8.0%	40%	16%	15%	-9%
Cc1ccc(S(=O)(=O)NCc2ccccc2)cc1C(=O)NCCc1ccc(S(N)(=O)=O)cc1	i	x	-8%	x	-2%
O=C(OCC(=O)N1N=C(c2ccc(Cl)cc2)CC1c1ccco1)c1cncc(Br)c1 (stereo not drawn)	0.2%	74%	9%	x	-2%
CCOc1ccc(Br)cc1S(=O)(=O)NCCN(C)C	0.7%	-2%	-5%	15%	4%
Oc1ccc(N2CCN(Cc3cc4c(cc3Br)OCCO4)CC2)cc1	1.1%	27%	1%	-1%	6%
Cc1ccc(C(=O)NCC(=O)OCCOc2ccccc2Cl)cc1	0.5%	26%	14%	-13%	3%
CCOC(=O)CNC(=O)CSc1nnnn1-c1ccc(C)c(C)c1	0.6%	38%	-2%	-19%	11%

Looked up one by one from the list above:
SMILES	inhibitors of VEEV	tuberculosis growth	M. tuberculosis HTS	Salmonella PhoP GFP	H1N1 NS1A inhibition	others
O=C1c2ccccc2C(=O)N1CCC(c1ccc(F)cc1)c1ccco1 (stereo not drawn)	i	69%	-9%	-5%	-10%
CC1CC1C(=O)OCC(=O)NCc1ccccc1Cl (stereo not drawn)	i	65%	52%	8%	5%
CC(C)CN(CC(C)C)C(=O)CS(=O)(=O)Cc1ccccc1	0.4%	4%	-1%	-2%	-13%
COc1ccccc1N(C)S(=O)(=O)c1ccc(C(=O)Nc2cccc(S(=O)(=O)N3CCOCC3)c2)cc1	8.2%	x	x	x	-18%

Further records follow.
SMILES	inhibitors of VEEV	tuberculosis growth	M. tuberculosis HTS	Salmonella PhoP GFP	H1N1 NS1A inhibition	others
Cc1cc(Br)ccc1NC(=O)CN(C)C(=O)C1=COCCO1	1.4%	-12%	-6%	x	-2%
CCOC(=O)Nc1c(Cl)n(C)c(=O)n(C)c1=O	0.5%	-7%	-1%	2%	-2%
CCc1ccccc1NC(=O)Cn1nc(C(F)(F)F)c2c1CCC2	i	9%	1%	3%	10%
C#CC(=O)N(c1cc(OC)ccc1OC)C(C(=O)NC1CCCC1)c1cccs1 (stereo not drawn)	7.2%	u	6%	-10%	23%
C#CCn1c(O)c(N=NC(=O)CNC(=O)/C=C/c2ccccc2)c2ccccc21	i	-3%	-2%	10%	8%
CN(C)C(=S)c1ccc2ccccc2n1	1.3%	9%	-13%	-5%	-21%
O=c1c2cccnc2n(-c2ccccc2)n1Cc1ccc(Cl)cc1	0.8%	-5%	16%	4%	-2%
COc1cccc(/C=N/NC(=O)C(C)Sc2ccccc2)c1 (stereo not drawn)	i	34%	5%	0%	12%
O=C(COC(=O)c1cc2c(s1)CCCC2)NCc1ccccc1Cl	1.0%	70%	11%	-9%	0%
Cc1ccc2cc(CN(Cc3ccc4c(c3)OCO4)Cc3nnnn3Cc3ccco3)c(=O)[nH]c2c1	7.4%	36%	55%	-5%	-15%
Cn1nnnc1SCC(=O)Nc1ccc(Br)cc1Cl	1.4%	6%	10%	-4%	4%
O=c1c2ccccc2oc2cc(C#CC3(O)CCCCC3)ccc12	6.8%	78%	u	-14%	2%
COc1ccc(CCNC(=O)CSc2ncn[nH]2)cc1	i	-5%	-5%	-9%	0%
Cc1cccc(C)c1NC(=O)C1=C(O)c2ccccc2N(C)S1(=O)=O	2.6%	46%	x	-3%	11%
CCCCCCN(C(=O)CCl)c1ccccc1	u	u	u	-4%	-21%
COc1ccc(-c2csc(NC(=O)CS(=O)(=O)c3ccc(F)cc3)n2)cc1OC	12%	15%	7%	7%	-7%
COc1ccccc1NC(=O)CSc1nnc(-c2ccccn2)n1Cc1ccco1	3.2%	38%	-16%	3%	4%
COc1ccc(Cl)cc1NC(=O)C/C(C)=N/NC(=O)CC#N	0.5%	-13%	27%	9%	5%
Cc1ccc(S(=O)(=O)N(CC(=O)N2CCCCC2)c2cccc(C)c2)cc1	0.9%	7%	1%	10%	4%
COc1cc(C)c(CNc2ccc(OC)c(OC)c2)cc1C	x	53%	17%	14%	x
Cc1ccc(S(=O)(=O)N2CCCN(C(=O)CNC(=O)c3ccccc3)CC2)cc1	1.1%	x	x	x	2%
N/C(=N\NC(=O)c1ccc(Cl)cc1)c1cnccn1	1.3%	u	61%	12%	-5%
CCOCCCNC(=O)c1cn(C)c(=O)c2cc(OC)c(OC)cc12	2.1%	-18%	0%	-2%	1%
O=C(CCNC(=O)c1ccccc1Cl)Nc1nc2ccccc2[nH]1	3.3%	2%	5%	x	-17%

Molecules listed so far with fluorine (3):
SMILES	inhibitors of VEEV	tuberculosis growth	M. tuberculosis HTS	Salmonella PhoP GFP	H1N1 NS1A inhibition	others
O=C1c2ccccc2C(=O)N1CCC(c1ccc(F)cc1)c1ccco1 (stereo not drawn)	i	69%	-9%	-5%	-10%
CCc1ccccc1NC(=O)Cn1nc(C(F)(F)F)c2c1CCC2	i	9%	1%	3%	10%
COc1ccc(-c2csc(NC(=O)CS(=O)(=O)c3ccc(F)cc3)n2)cc1OC	12%	15%	7%	7%	-7%

Next section:
SMILES	inhibitors of VEEV	tuberculosis growth	M. tuberculosis HTS	Salmonella PhoP GFP	H1N1 NS1A inhibition	others
NC(=O)[C@@H]1CCCN1Cc1nc(Cc2cccc(C(F)(F)F)c2)no1	0.2%	5%	-11%	0%	1%	inhibitors of VEEV 10K pilot screen=0.3
O=C(Nc1nnc(-c2ccccc2)o1)Nc1ccc(F)cc1F	0.4%	u	u	-11%	0%
Cc1ccc2cc(CCNC(=O)c3ccco3)c(=O)[nH]c2c1C	12%	-17%	-5%	-4%	2%
Cn1nc(-c2ccccc2)c(C(O)c2ccc(Cl)cc2)c1Cl (stereo not drawn)	i	23%	10%	-7%	-10%
COc1cccc(NC(=O)CN(C2=NC3CS(=O)(=O)CC3S2)c2cccc(C)c2)c1 (stereo not drawn)	0.5%	27%	-3%	-2%	3%
N#Cc1nc(Cc2ccccc2)oc1N1CCN(c2cccc(Cl)c2)CC1	i	9%	-8%	-5%	-5%
O=C(ONC(=O)C1C2C=CC(C2)C1C(=O)NOC(=O)c1ccccc1)c1ccccc1 (stereo not drawn)	13%	x	x	x	-9%
O=C(Nc1nccs1)c1nc(-c2ccccc2)n(-c2ccccc2)n1	1.7%	10%	-6%	-7%	10%	inhibitors of VEEV 10K pilot screen=1.5
CCN(CC(=O)Nc1cc(Cl)ccc1C)C(=O)C1COc2ccccc2O1 (stereo not drawn)	5.9%	68%	-7%	x	0%
O=C1CN(C(=O)/C=C/c2ccc(Br)cc2)CCN1	0.3%	-17%	-6%	4%	1%
COc1ccc(N(CC(=O)N2CCN(c3ccccc3F)CC2)S(=O)(=O)c2ccc(C)cc2)cc1	4.5%	19%	-5%	-1%	1%
O=C(O)c1ccc(NC2=C(n3nnc4ccccc43)C(=O)c3ccccc3C2=O)cc1	i	31%	0%	7%	12%
N#Cc1ccc(C(CC(=O)O)N2Cc3ccccc3C2=O)cc1 (stereo not drawn)	0.6%	-10%	2%	3%	-30%
Cc1no[n+]([O-])c1COc1ccc(/C=C2\NC(=S)NC2=O)cc1	2.0%	10%	3%	4%	2%
CC1CCCC(C)N1C(=O)COC(=O)c1cc(S(=O)(=O)N2CCOCC2)ccc1Cl (stereo not drawn)	2.1%	4%	1%	-4%	3%
COc1ccc(NC(=O)CNC(=O)c2nn(-c3ccc(OC)c(Cl)c3)c(=O)c3ccccc23)c(OC)c1	11%	3%	7%	-5%	-15%
COc1ccc(CCN=C(N)NS(=O)(=O)c2cccs2)cc1OC	0.2%	16%	7%	-7%	3%
O=C(Nc1cccnc1)c1ccc(Cl)c(S(=O)(=O)N2CCCCC2)c1	6.5%	8%	6%	-5%	-4%
CCc1nc(SCC(=O)N2CCCC2)c2c(=O)n(C)c(=O)n(C)c2n1	1.9%	1%	7%	-2%	0%
CCn1cc(C(=O)NCc2ccco2)c(=O)c2cc(S(=O)(=O)N3CCCC3)ccc21	7.5%	78%	0%	-3%	3%
CCN(Cc1ccccc1)CC(O)COc1ccccc1 (stereo not drawn)	2.5%	-3%	9%	-13%	-1%	inhibitors of VEEV 10K pilot screen=0.2
Cc1cc(C)cc(NC(=O)COC(=O)c2cc(C)oc2C)c1	i	16%	3%	0%	-7%
CCCc1[nH]n(-c2ccc([N+](=O)[O-])cc2)c(=O)c1C=NCCCn1ccnc1	0.2%	5%	22%	3%	-5%
Cc1ccc(S(=O)(=O)NCC(=O)OCC(=O)Nc2cccc(S(=O)(=O)NC3=NCCCCC3)c2)cc1C	i	-11%	-6%	7%	3%
O=C(c1cc2c(=O)n3ccccc3nc2s1)N1CCN(Cc2ccc3c(c2)OCO3)CC1	0.7%	-6%	-7%	12%	6%
CCC1CCCCN1C(=O)COc1cccc2c1CCN(C)C2=O (stereo not drawn)	1.2%	6%	-2%	-4%	8%
Clc1ccc(-c2nnc3cccc(Cl)n23)c(Cl)c1	1.2%	11%	-1%	1%	-1%
c1ccc2c(c1)-c1nc3ccccc3cc1C2N1CCOCC1 (stereo not drawn)	11%	x	x	x	-18%
COc1ccc(-c2nnc(SCC(=O)Nc3cc(S(=O)(=O)N4CCCCC4)ccc3Cl)n2N)cc1	0.2%	11%	5%	4%	1%
COc1cc(C(=O)NCC(C)C)c([N+](=O)[O-])cc1OC	1.4%	4%	0%	10%	-1%
c1ccc(C2C3=C(CCCC3)Nc3ncnn32)cc1 (stereo not drawn)	5.5%	5%	7%	18%	-7%
CN(CC1CCOCC1)C(=O)CC1C(=O)NCCN1CC(c1ccccc1)c1ccccc1 (stereo not drawn)	2.5%	8%	2%	-11%	-4%
CCN1C(=NCC(C)C)N[C@@H](c2cccc(C(F)(F)F)c2)C(C(=O)OC)=C1C	5.2%	51%	2%	0%	-20%
O=C(O)CCCN1C(=O)/C(=C/c2ccc(-c3nc4ccccc4s3)o2)SC1=S	2.1%	-9%	17%	-57%	24%
COc1cc(Cl)c(C)cc1NC(=O)CSC1=NCCS1	10%	-1%	1%	x	-17%
Cc1cccnc1NC(=O)CCc1nnc2ccc(NCc3ccco3)nn12	0.1%	-1%	0%	-14%	5%
Cc1ccc(-c2csc(N(CCCN(C)C)C(=O)c3ccco3)n2)cc1	0.1%	73%	5%	1%	22%
O=C(COC(=O)c1ccc(F)cc1)Nc1ccccc1N1CCOCC1	0.9%	-8%	4%	4%	2%
COc1ccc(C(=O)Nc2cc(C)c(NC(=O)c3ccccn3)cn2)cc1	1.5%	6%	0%	9%	-5%
COc1cc(NC(=O)c2cccc(C)c2)c(Cl)cc1[N+](=O)[O-]	1.1%	-13%	6%	-7%	-5%

No enrichment for hits; overall some 1.5% were active at least once.
